GLP-1R inv ag: acts as inverse agonist at human GLP-1 receptor | P43220 | Potency, µM (series often up to 38.3 µM), for inactives: top-dose activity change, negative = inhibition, hits mostly inhibitors | HEK293 GLP-1R CRE-luciferase, luminescence, 24 h; GLP-1R form is constitutively active | 410,000 tested, 1.6% active; further: on the % scale 0 is the no-effect control and ±100 the full control effect; nearly all actives have a fitted effect of over 55% in size
Target sequence (P43220 whole entry, looked up): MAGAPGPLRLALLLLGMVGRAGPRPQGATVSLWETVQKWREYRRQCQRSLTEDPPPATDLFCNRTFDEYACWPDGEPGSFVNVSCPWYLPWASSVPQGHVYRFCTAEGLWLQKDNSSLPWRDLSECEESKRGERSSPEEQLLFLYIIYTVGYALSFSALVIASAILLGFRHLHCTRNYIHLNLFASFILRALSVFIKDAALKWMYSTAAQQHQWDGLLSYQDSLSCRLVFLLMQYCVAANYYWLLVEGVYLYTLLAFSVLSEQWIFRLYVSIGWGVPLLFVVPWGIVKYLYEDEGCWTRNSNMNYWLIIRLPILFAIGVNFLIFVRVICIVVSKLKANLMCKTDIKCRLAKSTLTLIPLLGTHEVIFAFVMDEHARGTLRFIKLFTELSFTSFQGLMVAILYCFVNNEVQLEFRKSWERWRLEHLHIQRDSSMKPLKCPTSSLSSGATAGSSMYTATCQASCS
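HEK293 cells stably co-expressing a cAMP-responsive luciferase reporter and constitutively active GLP-1R were seeded, incubated 12 h, then exposed to compounds for 24 h at 37 C. Luminescence was read 12 min after detection reagent; inverse agonists lower signal.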
KB-V1 cytotox: kills drug-selected multidrug resistant KB-V1 cells; 400,000 tested, 3.4% active; KB-V1 MDR cells viability, CellTiter-Glo, 72 h; Potency, µM (top dose mostly 46.1 µM), without a hit: at the highest dose activity change, negative = cytotoxicity, most hits filed as cytotoxic; further: on the % scale 0 is the no-effect control and ±100 the full control effect; nearly all actives have a fitted effect of over 60% in size
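Cytotoxicity via CellTiter-Glo luminescence after 72 h compound exposure at 37 degrees C. Cells: drug-selected KB-V1 line, DMEM phenol-red free plus 10% FBS. Compounds tested at multiple concentrations; normalized data fitted to concentration-effect curves.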
SW480 rerep: induces DNA re-replication in SW480 colon adenocarcinoma cells. AID 624297. Potency, µM (titrated, usually from 46.1 µM), without a hit: at the top dose re-replication activation, most hits filed as activators. 340,000 tested, 1.8% active. SW480 DNA re-replication, Hoechst DNA content imaging, 48 h; further: % of control where 0% means no effect; nearly all actives have a fitted effect of over 55% in size
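DNA re-replication was detected as more nuclei of elevated Hoechst intensity after 48 hr exposure to compound (23 nL pinned per well of 250 cells).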
HT1080-NT tox: kills 2HG-producing HT-1080-NT fibrosarcoma cells. HT-1080-NT fibrosarcoma viability, CellTiter-Glo ATP luminescence, 48 h. Potency, µM (titrated, usually from 46.1 µM), for inactives: top-dose activity, negative = less viability, hits mostly cytotoxic. 360,000 tested, 1.6% active;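 further: NT is the 2HG producing partner of a matched IDH1 knockdown line; 0% = DMSO-treated cells and -100% = media-only wells without cells; nearly all actives have a fitted effect of over 55% in size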
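Read-out is CellTiter-Glo luminescence after 10 minutes at room temperature, following 48 hours' compound treatment of HT-1080-NT cells (750 cells/well, RPMI, 5% FBS, 37 degrees C).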
HEK293 tox: cytotoxicity counter-screen for GLP-1 receptor inverse agonists; HEK293 cAMP-luciferase reporter cells, luminescence, 24 h; Potency, µM (doses to about 38.3 µM), for the others: at the highest dose activity change, negative = inhibition, actives largely listed as inhibitors; 410,000 tested, 0.13% active; AID 624418;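 further: loss of luciferase light is scored as toxicity; on the % scale 0 is the no-effect control and ±100 the full control effect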
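A 23 nL compound transfer followed 12 hours of cell culture at 37 deg C; exposure then lasted 24 hr. Luciferase assay detection reagent was dispensed and plates read for luminescence after a 12 min room-temperature wait.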
GLP-1R agonist: agonists of human GLP-1 receptor; HEK293 GLP-1R CRE-luciferase, luminescence, 4-6 h; cells express a hypersensitive GLP-1R form; Potency, µM (highest dose often 45.6 µM), without a hit: at the highest dose activation, most hits filed as activators; 380,000 tested, 0.007% active; AID 624172; further: % of control where 0% means no effect
HT1080 IDH1KD tx: HT-1080 IDH1 knockdown cell toxicity (counter line); Potency, µM (titrated, usually from 46.1 µM), without a hit: top-dose activity, negative = toxicity, usual class: cytotoxic; HT-1080 IDH1 knockdown viability, ATP luminescence, 48 h; 360,000 tested, 2% active;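 further: 0% = DMSO wells and -100% = cell-free medium wells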
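CellTiter-Glo luminescence after 48 h compound exposure at 37 degrees C of IDH1-knockdown HT-1080 cells in 5% FBS RPMI. %Activity scaled between DMSO wells and cell-free media wells, with curves fitted and assigned curve classes.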
TDP43 rescue: inhibitors of TDP-43 toxicity in yeast | AID 652104 | Potency, µM (series often up to 46.1 µM), inactives show top-dose growth rescue (activation), most hits filed as activators | 410,000 tested, 1.8% active | TDP-43 expressing yeast growth rescue, BacTiter-Glo, 24 h; further: % of control where 0% means no effect; nearly all actives have a fitted effect of over 50% in size
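Yeast expressing TDP-43 (pregrown in raffinose, seeded at OD600=0.02 in galactose medium) exposed to compounds 24 hr at 30 deg C. Growth read by BacTiter-Glo luminescence; rescue of toxicity appears as increased signal.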
KB-3-1 tox: KB-3-1 parental cell cytotoxicity. AID 1347075. Potency, µM (doses to about 46.1 µM), for inactives: at the top dose activity change, negative = cytotoxic, hits mostly cytotoxic. 400,000 tested, 1.4% active. KB-3-1 viability, CellTiter-Glo ATP luminescence, 72 h; further: on the % scale 0 is the no-effect control and ±100 the full control effect; nearly all actives have a fitted effect of over 60% in size
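Luminescent ATP read-out (CellTiter-Glo) measures survival of drug-naive KB-3-1 cells after 72 h compound exposure at 37 °C. Titration series was screened from lowest to highest concentration, with DMSO vehicle plates as background controls.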
The depositor's hits bear a star; ? = inconclusive; nt = no result given; & = joins results of further samples; [ ] = dose if it differs, or a comment. The call rests on the fitted dose curve; in most records, active means well fitted curve in the direction sought with a large enough effect; inconclusive means small, poorly fitted or top-dose-only effect, or another doubt; inactive means no such curve, though single readings can be large; an effect the other way counts as inactive or inconclusive. Potency means the concentration at half of the fitted maximal effect.

Value order: GLP-1R inv ag | KB-V1 cytotox | SW480 rerep | HT1080-NT tox | HEK293 tox | GLP-1R agonist | HT1080 IDH1KD tx | TDP43 rescue | KB-3-1 tox
- CCN(CC)C(=O)Cn1cc(S(=O)(=O)CC(=O)Nc2cccc(NC(C)=O)c2)c2ccccc21
    35.0%[activator] | 0.0% | nt | -3.5% | -9.4% | -0.9% | 4.1% | -18.6% | -15.3%
- CC1CN(c2ccc(Cl)nn2)CC(C)O1 (stereo not given)
    5.9% | 0.0% | -58.5%[inhibitor] | 5.3% | 6.2% | -0.1% | 5.1% | 9.5% | 0.0%
- Cc1ccc(S(=O)(=O)c2nc(NN(C)C)sc2Cl)cc1
    -21.3% | ? | -3.2% | -6.2% | -4.8% | 9.1% | -23.2% | 0.0% | -12.3%
- Cc1cccc(NS(=O)(=O)c2ccc(-n3cccn3)cc2)c1C
    ? | -5.8%&-3.0% | -8.4% | -6.2% | 4.4%&7.8% | 5.4%&-0.4% | -21.3% | ? | -9.4%&0.0%
- N#C/C(=C/c1ccc(-c2ccc([N+](=O)[O-])cc2)o1)c1nnc(N2CCOCC2)n1-c1ccccc1
    2.6% | nt | 1.3% | 0.2% | 3.8% | 0.8% | -0.5% | 13.3% | nt
- NS(=O)(=O)c1ccc(CCNC(=O)COC(=O)Cc2ccc([N+](=O)[O-])cc2)cc1
    0.5% | 10.5% | -5.4% | 1.5% | -6.0% | 0.8% | -1.0% | 15.1% | 1.9%
- CCOc1ccc(NC(=O)c2ccc(NC(=O)CCS(=O)(=O)c3cccs3)cc2)cc1
    7.9% | 20.0% | nt | nt | -16.7% | nt | nt | 7.4% | 9.4%
- Cc1c(C2C(C#N)=C(N)N(c3ccccc3C#N)C3=C2C(=O)CCC3)cnn1C (stereo not given)
    -33.8% | -5.9% | 0.6% | -4.5% | -13.7%[1.53 µM] | 0.2% | 2.2% | 25.0% | -15.3%
- CC(C)C[C@@H](CSc1ccc(Br)cc1)N1CCN(C)CCC1=O
    ? | -1.2% | 1.7% | -2.7% | -1.5% | 8.8% | -4.0% | 6.0% | 1.6%
- CC1Cc2ccccc2N1C(=O)CSc1nc2c(c(=O)n(C)c(=O)n2C)n1Cc1ccccc1 (stereo not given)
    0.1% | ? | 1.8% | 3.8% | -6.3% | -1.8% | -2.9% | -15.4% | -6.5%
- CCOC(=O)N1CCC(N2Cc3cccc(C(=O)Nc4c(C)cccc4CC)c3C2=O)CC1
    ? | ? | -9.9% | -4.3% | -13.1% | 0.1% | -1.3% | 6.9% | 23.7%
- OC[C@@H]1CN(Cc2ccc(F)cc2)C[C@H](n2cnc3c(N4CCOCC4)ncnc32)O1
    32.0% | -18.3% | nt | 9.9% | 0.6% | 3.6% | 9.6% | -12.7% | 0.0%
- COC(=O)COc1ccc(-c2nccc(-c3ccc(Br)cc3)n2)cc1
    18.9% | 23.0% | ? | ? | -4.8% | 9.1% | 25.7% | 18.4% | 15.5%
- O=C1NC(=Nc2ccccc2)S/C1=C/c1cccs1
    7.1% | 21.6% | -5.1% | -4.2% | -16.0% | 11.0% | -6.7% | -12.3% | -5.5%
- CCCc1cc(=O)oc2cc(C)cc(OCC(=O)N3CCC(C(N)=O)CC3)c12
    -13.1% | 0.0% | -4.8% | 13.5% | -8.0% | -0.8% | 8.5% | 18.5% | 0.0%
- CC(C)(C)c1ccc(C(=O)N2CCN(C(=O)c3cccs3)CC2)cc1
    ? | -2.3% | -2.0% | -2.2% | -0.5% | 5.6% | -3.1% | 19.4% | 16.4%
- O=S(=O)(/C=C/c1ccccc1)N1CCOCC1
    18.0% | 0.0% | -25.0% | -14.2% | -5.9% | 0.1% | 2.1% | 12.3% | -0.1%
- COc1cc([N+](=O)[O-])ccc1NC(=O)CC1SC(=Nc2ccc(F)cc2)N(CCC2=CCCCC2)C1=O (stereo not given)
    ? | ? | 10.6% | -1.4% | -8.8% | -0.3% | -3.5% | -1.1% | 9.2µM*
- Cc1ccc(-c2onc(C)c2C)cc1S(=O)(=O)N1CCOc2ccccc21
    ? | -19.6% | -17.5% | ? | 24.0% | 12.9% | ? | 3.5% | -3.4%
- Cc1c(N=Cc2ccc[nH]2)c(=O)n(-c2ccccc2)n1C
    1.2% | 7.0% | -9.8% | 1.0% | 30.7% | -10.5% | 14.1% | -10.6% | 1.7%
- CC1CCCC(C)N1CC(O)Cn1c2ccccc2c2ccccc21 (stereo not given)
    7.8% | 5.1% | 8.0% | -2.1% | 0.9% | 15.6% | 1.3% | 11.2µM* | -1.4%
- Cc1nc2ccc(S(=O)(=O)NCC(=O)NC(C)c3ccccc3)cc2s1 (stereo not given)
    -0.5% | 4.4% | -20.9% | 1.0% | 0.5% | 4.5% | -1.9% | 14.9% | -0.2%
- CCOC(=O)c1ccc(N=c2sc(C(=O)OC)cc(=O)n2C2CC2)cc1
    1.4% | 19.5% | 0.9% | 13.2% | -13.6% | -1.3% | 16.1% | 9.1% | 4.7%
- COc1ccc(S(=O)(=O)N(CC(=O)NCc2ccc(C)cc2)c2ccc(Cl)cc2)cc1
    15.1% | -9.7% | nt | nt | 4.8% | -0.6% | nt | 10.6% | 17.1%
- CCc1ccccc1-n1ncc(C(=O)Nc2ccc(OC)cc2)c1C
    ? | -18.4% | ? | -12.4% | -23.0% | 22.2% | -5.3% | 22.3% | -10.1%
- CC(C)(C)OC(=O)N1CCC(c2c(C(=O)N3CCCCC3)cnn2-c2ccc(F)cc2F)CC1
    2.9% | -5.0% | nt | nt | -17.6% | nt | nt | -14.8% | 8.1%
- O=C(NNC(=O)c1ccncc1)Nc1ccccc1
    17.6% | 16.6% | -25.4% | 9.6% | 5.3% | 5.0% | 4.8% | -16.1% | 0.8%
- O=C(COC(=O)Cc1ccccc1F)NNC(=O)c1ccc([N+](=O)[O-])cc1
    38.9%[activator] | 18.2% | -4.2% | 4.2% | -4.5% | 8.6% | 4.5% | -25.1% | 2.7%
- CC(C)CCNC(=O)c1c[nH]c2ccc(S(=O)(=O)N3CCOCC3)cc2c1=O
    12.8% | ? | -15.6% | 6.6% | -7.4% | 10.9% | 4.6% | 8.4% | 12.9%
- C/C(=N\O)c1noc(C)c1C(=O)Nc1nccs1
    26.5% | -18.3% | -5.8% | -3.2% | 0.9% | 2.1% | -25.1% | -9.1% | -2.2%
- CCNC(=O)C1(C)CCCN(C(=O)c2oc3ccccc3c2C)C1 (stereo not given)
    13.4% | 0.0% | nt | ? | 0.6% | -2.5% | 12.8% | 5.2% | -0.3%
- Cc1c(/C=N/NC(=O)C2(O)c3ccccc3-c3ccccc32)cnn1C
    5.6% | -1.6% | -12.7% | 2.4% | -3.3% | -1.6% | 16.8% | 8.8% | -0.7%
- c1ccc(-c2cc3ccccc3[nH]2)cc1
    -9.7% | 0.4% | -2.8% | 6.2% | -4.1% | 1.9% | -0.4% | 11.2µM* | 0.0%
- CCc1nc2sc(C#N)c(N)c2c2c1CCCC2
    -0.1% | -29.4% | 2.1% | 3.3% | -3.9% | ? | 4.4%[9.24 µM] | 4.7% | -4.5%
- COCC(=O)N(Cc1cc2cccc(C)c2[nH]c1=O)c1ccccc1
    18.1% | 0.0% | ? | -12.5% | -2.9% | -2.5% | 0.8% | -7.8% | 7.2%
- CN1/C(=C/C=C/c2n(C)c3cc([N+](=O)[O-])c([N+](=O)[O-])cc3[n+]2C)C(C)(C)c2ccccc21
    ? | -17.7% | nt | ? | ? | -8.2% | ? | -56.2%[inhibitor] | -25.7%
- COc1cc(-c2n[nH]c(=S)n2C(C)c2ccccc2)cc(OC)c1OC (stereo not given)
    -0.5% | -1.5% | -25.8% | 6.7% | 4.6% | 3.2% | 11.8% | 24.0% | 10.2%
- Cn1ncc2c(=S)nc(Cl)[nH]c21
    10µM* | -5.1% | ? | -0.4% | ? | 3.9% | -1.9% | 20.9% | -19.8%
- Cc1cc(C)c[n+](-c2nc3ccccc3nc2[N-]S(=O)(=O)c2cccs2)c1
    24.4% | ? | -3.3% | 15.8% | -13.0% | 0.3% | 10.6% | -1.3% | 12.8%
- COc1cc(Cl)c(C)cc1NC(=O)CSCC#N
    -6.1% | 2.6% | -8.5% | 10µM* | -7.2% | 4.3% | -28.9% | -10.6% | -8.7%

2 compounds picked at random from the list so far, as already listed:
Value order: GLP-1R inv ag | KB-V1 cytotox | SW480 rerep | HT1080-NT tox | HEK293 tox | GLP-1R agonist | HT1080 IDH1KD tx | TDP43 rescue | KB-3-1 tox
- O=C(COC(=O)Cc1ccccc1F)NNC(=O)c1ccc([N+](=O)[O-])cc1
    38.9%[activator] | 18.2% | -4.2% | 4.2% | -4.5% | 8.6% | 4.5% | -25.1% | 2.7%
- COCC(=O)N(Cc1cc2cccc(C)c2[nH]c1=O)c1ccccc1
    18.1% | 0.0% | ? | -12.5% | -2.9% | -2.5% | 0.8% | -7.8% | 7.2%

Other records
Value order: GLP-1R inv ag | KB-V1 cytotox | SW480 rerep | HT1080-NT tox | HEK293 tox | GLP-1R agonist | HT1080 IDH1KD tx | TDP43 rescue | KB-3-1 tox
- Cc1ccc(Cl)c(OC(=O)c2ccc(N3CCOCC3)c([N+](=O)[O-])c2)c1
    -22.6% | ? | -0.2% | 2.5% | 6.8% | 27.7% | 5.1% | ? | -6.4%
- CCCCn1c(O)c(C=NCCCN(C)C)c(=O)[nH]c1=O
    -12.1% | 0.0% | -4.4% | -1.5% | -4.9% | -14.1% | 0.9% | -14.3% | 16.0%
- O=C(CSc1nc2[nH]ncc2c(=O)[nH]1)Nc1ccccc1
    -2.5% | 5.4% | -1.1% | -10.8% | -0.2% | 1.2% | -2.4% | -26.6% | 17.7%
- Cn1ccc(C(=O)N/N=C/c2c[nH]c3ccccc23)n1
    10.7% | 19.5% | -6.3% | 23.0% | -4.7% | 4.8% | 3.7% | 0.0% | 18.4µM*
- C[C@@H]1C=C(C(=O)N2CCN(Cc3ccccc3)CC2)O[C@H](OCc2ccc(CO)cc2)C1
    15.5% | 0.0% | 33.7% | -0.8% | 2.3% | 3.5% | 8.0% | 2.1% | 0.0%

Rows were taken by chance; about 9.4% have a hit in one of these screens.
